NR5A2 inv ag: NR5A2 inverse agonism in reporter assay | HEK293T StAR-luciferase reporter, LRH-1 transfected, 24 h | inhibition, % at 3.6 µM | hit rate 0.13% among 360,000 | AID 602396;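 active = inhibition above the mean inhibition of all tested compounds plus 3 SD, cut at about 73% in these data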;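 note: 0% = DMSO wells and 100% = reporter-only cells lacking LRH-1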
Target sequence (O00482 whole entry, looked up): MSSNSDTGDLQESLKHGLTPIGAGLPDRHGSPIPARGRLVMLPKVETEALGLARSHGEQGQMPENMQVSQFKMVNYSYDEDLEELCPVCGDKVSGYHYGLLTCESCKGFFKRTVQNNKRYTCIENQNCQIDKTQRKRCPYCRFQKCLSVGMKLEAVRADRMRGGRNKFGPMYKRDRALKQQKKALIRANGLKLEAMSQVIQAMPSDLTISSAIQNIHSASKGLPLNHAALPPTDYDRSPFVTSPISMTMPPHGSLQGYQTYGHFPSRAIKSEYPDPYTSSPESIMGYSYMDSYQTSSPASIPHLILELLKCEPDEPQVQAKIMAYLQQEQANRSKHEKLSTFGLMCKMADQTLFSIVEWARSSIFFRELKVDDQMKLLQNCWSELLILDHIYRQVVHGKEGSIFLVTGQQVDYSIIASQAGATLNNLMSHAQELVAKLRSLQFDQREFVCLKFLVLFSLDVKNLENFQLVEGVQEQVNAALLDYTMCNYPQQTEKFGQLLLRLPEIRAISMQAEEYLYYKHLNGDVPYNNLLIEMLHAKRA
TRAIL sens C8: sensitizes caspase-8 expressing cells to TRAIL; AID 624354; inhibition (viability loss, TRAIL sensitization), % at 10 µM; hit rate 1% among 360,000; NB7+C8 cells + TRAIL, ATPlite viability luminescence;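 active = compounds causing at least 50% loss of cell viability in the single-dose screen, relative to plate controls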
TWEAK-Fn14 inh: TWEAK-Fn14 signaling inhibition. TWEAK-stimulated Fn14 reporter cells, luciferase luminescence, 8 h. inhibition, % at 10 µM. hit rate 2% among 360,000. AID 1159606; in the data active = inhibition above about 50%
TLR9-MyD88 block: inhibitors of human TLR9-MyD88 binding | Q9NR96+Q99836 | hit rate 0.21% among 340,000 | AID 504734 | inhibition, % at 4.98 µM | CHO BLA complementation TLR9-MyD88, CCF4 FRET ratio;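 active = inhibition above the mean over all tested compounds plus 3 SD, cut at about 21% in these data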;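 note: 0% = DMSO only wells and 100% = clavulanate BLA inhibitor control wells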
TROY signal inh: TROY signaling inhibition. Q293 LMP1-TROYcd NF-kB luciferase reporter, 4 h. AID 1347056. inhibition, % at 10 µM. hit rate 0.98% among 360,000;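 active = compounds whose plate-normalised and pattern-corrected inhibition of the luciferase reporter signal at the single screening dose is 50% or more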
NOD2-RIPK2 inh: NOD2-RIPK2 protein interaction inhibition | CHO BLA complementation NOD2-RIPK2, CCF4 ratio | inhibition, % at 4.98 µM | hit rate 0.38% among 360,000; in the data active = inhibition above about 21%;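 note: 0% = vehicle only and 100% = reference blocker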
NCOA2 inhibitor: inhibits human steroid receptor coactivator 2 | inhibition, % at 9 µM | HEK293 GAL4-SRC2 luciferase reporter, luminescence | hit rate 0.17% among 370,000 | AID 651957;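 active = inhibition above the mean inhibition of all tested compounds plus 3 SD, set per campaign, cut at about 52% in these data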;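 note: 0% = DMSO treated cells and 100% = cells given Gossypol at 36 µM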
NCOA1 inh: inhibitors of human steroid receptor coactivator 1 (SRC1) | Q15788 | HEK293 GAL4-SRC1 luciferase reporter, luminescence | AID 588354 | hit rate 0.12% among 360,000 | inhibition, % at 3.6 µM;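 active = inhibition above the campaign mean plus 3 SD, with each screening campaign given its own cutoff, cut at about 60% in these data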;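 note: 0% = DMSO treated cells and 100% = gossypol at 36 µM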
SRC3 inh: human NCOA3 inhibition. HEK293 GAL4-SRC3 luciferase reporter, luminescence. inhibition, % at 3.6 µM. hit rate 0.17% among 360,000. AID 588352;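 active = inhibition above a per-campaign cutoff, the mean of all compounds plus 3 SD, cut at about 60% in these data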;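 note: 0% = DMSO-treated cells and 100% = gossypol-treated cells at 36 µM; higher means less SRC3-driven luciferase light from the GAL4 reporter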
NR2F2 inh: inhibitors of human COUP-TFII (NR2F2); HEK293T NGFI-A luciferase reporter, luminescence; inhibition, % at 8.6 µM; hit rate 0.7% among 370,000; AID 686940;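 active = inhibition above a per-plate cutoff, mean inhibition of test wells between control levels plus 3 SD, cut at about 38% in these data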;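 note: cells cotransfected with COUP-TFII expression vector driving the NGFI-A reporter; 0% = median of COUP-TF2 test wells and 100% = reporter-only cells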
Target sequence (P24468 whole entry, looked up): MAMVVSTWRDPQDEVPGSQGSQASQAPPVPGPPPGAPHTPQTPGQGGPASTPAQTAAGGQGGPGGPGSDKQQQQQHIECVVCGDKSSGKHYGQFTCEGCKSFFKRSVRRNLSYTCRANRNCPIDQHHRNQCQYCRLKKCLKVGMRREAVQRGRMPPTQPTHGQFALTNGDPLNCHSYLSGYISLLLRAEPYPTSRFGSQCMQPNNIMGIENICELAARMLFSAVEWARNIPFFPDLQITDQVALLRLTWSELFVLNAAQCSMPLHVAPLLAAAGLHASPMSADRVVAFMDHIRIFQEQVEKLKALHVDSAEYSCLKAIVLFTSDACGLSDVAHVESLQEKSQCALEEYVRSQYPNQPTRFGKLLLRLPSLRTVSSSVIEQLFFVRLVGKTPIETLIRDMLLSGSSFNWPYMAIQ
EBV LMP1 NFkB: Epstein-Barr LMP1 NF-kappaB reporter inhibition | inhibition, % at 12.5 µM | AID 504558 | LMP1-induced NF-kappaB luciferase reporter cells, luminescence | hit rate 0.69% among 350,000; in the data active = inhibition above about 41%;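 note: 0% = neutral control wells and 100% = reference inhibitor control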
Starred values were filed as active, the others as inactive; / = no result given. An excerpt (hit frequency here may not be typical).

nr | SMILES | NR5A2 inv ag | TRAIL sens C8 | TWEAK-Fn14 inh | TLR9-MyD88 block | TROY signal inh | NOD2-RIPK2 inh
1 | CC(OC(=O)c1ccc(Cl)c(S(N)(=O)=O)c1)C(=O)NCc1ccc2c(c1)OCO2 (stereo not drawn) | 3 | 3 | -6 | -13 | 3 | -2
2 | O=C(CNC(=O)c1ccccc1)OCC(=O)N1N=C(c2ccc(Cl)cc2)CC1c1ccco1 (stereo not drawn) | -4 | -2 | -8 | -7 | -2 | -6
3 | Cc1ccc(SCc2cc(=O)[nH]c(Nc3nc(C)c4cccc(C)c4n3)n2)cc1 | 10 | 10 | 25 | -7 | 3 | 6
4 | CN(C(=O)c1ccc(Cl)cc1)C1CCS(=O)(=O)C1 (stereo not drawn) | -2 | -14 | 14 | 1 | -6 | 7
5 | CS(=O)(=O)N(CC(=O)Nc1cccc(F)c1)c1cccc([N+](=O)[O-])c1 | 10 | -15 | 11 | -19 | 3 | -11
6 | CC1(C)Cc2ccccc2C(NNC(=O)c2ccc(Br)o2)=N1 | -11 | 9 | 7 | -7 | -13 | -10
7 | CCOC(=O)c1cnc(-n2[nH]c(C)cc2=O)[nH]c1=O | 2 | -9 | -6 | / | -9 | -9
8 | CCOc1ccc(NC(=O)N2CCC(NC(=O)C(Cc3ccc(OC)c(OC)c3)NC(C)=O)CC2)cc1 (stereo not drawn) | 0 | -13 | -22 | -9 | -10 | -2
9 | Clc1ccc(-n2nnc(-c3nccs3)n2)cc1Cl | -81 | 35 | 20 | -12 | -17 | 11
10 | Cc1cc(C(=O)CSc2n[nH]c(N)n2)c(C)n1-c1ccc2c(c1)OCO2 | -42 | 14 | 12 | -9 | -9 | -1
11 | O=C1CN(C(=O)/C=C/c2ccccc2F)c2ccccc2N1 | -4 | -4 | -29 | 5 | -57 | -2
12 | Nc1cc2c(cc1Cl)-c1ccc([N+](=O)[O-])cc1C2=NO | -2 | 6 | 24 | 0 | 4 | 22*
13 | O=C(NC(Cc1c[nH]c2ccccc12)C(=O)O)c1ccc(F)cc1 (stereo not drawn) | 6 | -5 | -5 | -13 | -52 | -6
14 | CCCn1c(N)c(C(c2ccc(OC)cc2)N2CCN(c3ccccc3)CC2)c(=O)[nH]c1=O (stereo not drawn) | 8 | -5 | 1 | -9 | 6 | 2
15 | Cc1onc(-c2ccccc2)c1C(=O)Nc1ccc2c(c1)OCO2 | 34 | -7 | -4 | 0 | -34 | -11

nr | NCOA2 inhibitor | NCOA1 inh | SRC3 inh | NR2F2 inh | EBV LMP1 NFkB
1 | -4 | -13 | -3 | 4 | 3
2 | 4 | -2 | 4 | 2 | -4
3 | 15 | 5 | 10 | 0 | -16
4 | -6 | -15 | 0 | 2 | -1
5 | -4 | -12 | 2 | -1 | -13
6 | -8 | -2 | 17 | 10 | 2
7 | 9 | -41 | 7 | 15 | 7
8 | -12 | -5 | -23 | 7 | -1
9 | -59 | -78 | -63 | -50 | -16
10 | 5 | -2 | -9 | 10 | 7
11 | -17 | -112 | -22 | -18 | -8
12 | 0 | -10 | -9 | -17 | 11
13 | 18 | -32 | 4 | 0 | -17
14 | -2 | -23 | -26 | -5 | 8
15 | 5 | 4 | 12 | -4 | -4

Entries listed above shown as hits in NOD2-RIPK2 inh.
entry | compound | NR5A2 inv ag | TWEAK-Fn14 inh | TLR9-MyD88 block | NOD2-RIPK2 inh | NCOA2 inhibitor | NCOA1 inh | SRC3 inh | NR2F2 inh | EBV LMP1 NFkB
12 | Nc1cc2c(cc1Cl)-c1ccc([N+](=O)[O-])cc1C2=NO | -2 | 24 | 0 | 22* | 0 | -10 | -9 | -17 | 11

An excerpt from above, limited to TLR9-MyD88 block.
nr	smiles	TLR9-MyD88 block
6	CC1(C)Cc2ccccc2C(NNC(=O)c2ccc(Br)o2)=N1	-7
15	Cc1onc(-c2ccccc2)c1C(=O)Nc1ccc2c(c1)OCO2	0
1	CC(OC(=O)c1ccc(Cl)c(S(N)(=O)=O)c1)C(=O)NCc1ccc2c(c1)OCO2 (stereo not drawn)	-13
8	CCOc1ccc(NC(=O)N2CCC(NC(=O)C(Cc3ccc(OC)c(OC)c3)NC(C)=O)CC2)cc1 (stereo not drawn)	-9
2	O=C(CNC(=O)c1ccccc1)OCC(=O)N1N=C(c2ccc(Cl)cc2)CC1c1ccco1 (stereo not drawn)	-7

Next section
nr | SMILES | NR5A2 inv ag | TRAIL sens C8 | TWEAK-Fn14 inh | TLR9-MyD88 block | TROY signal inh | NOD2-RIPK2 inh
16 | CC[C@]12c3[nH]c4ccccc4c3CCN1C(=O)C(CC(=O)NCCN1CCOCC1)C[C@@H]2C(=O)N1CCN(C(=O)c2ccco2)CC1 (stereo partly drawn) | 10 | 14 | 5 | -17 | 0 | -3
17 | O=C(CSc1nc2[nH]ncc2c(=O)[nH]1)Nc1ccc(F)cc1 | -2 | 9 | 14 | 5 | -10 | 1
18 | CCc1ccc(N2CC(C(=O)Nc3ccc4c(c3)OCO4)CC2=O)cc1 (stereo not drawn) | -23 | 17 | -7 | -16 | 5 | 10
19 | Cc1cnc(N)nc1-c1ccccc1 | 12 | -13 | 14 | 2 | -1 | -1
20 | Cc1nc2c(OCc3ccc(C#N)cc3)cccn2c1N(C)C(=O)CCC1CCCC1 | -13 | 10 | 7 | / | 17 | 11
21 | COC(=O)c1sccc1NN1C(=O)c2ccccc2C1=O | -22 | -9 | 6 | -3 | 14 | -3
22 | CCC(=O)c1ccc(OCC(=O)Nc2ccc(N3CCCCC3)cc2)cc1 | 3 | -5 | -7 | -2 | -2 | -4
23 | COc1ccc(F)cc1S(=O)(=O)N1CCN(C(=O)c2ccco2)CC1 | 24 | -10 | 7 | -4 | 2 | 0
24 | CC1(C)C=Cc2c(c3c(c4c(=O)c(-c5ccc(O)cc5)coc24)OC(C)(C)CC3)O1 | -8 | 6 | 17 | -6 | -1 | 1
25 | Cc1ccc(C(CNC(=O)C(=O)Nc2ccc3c(c2)OCCO3)N2CCN(C)CC2)cc1 (stereo not drawn) | -7 | -3 | -13 | 0 | -21 | -7
26 | Cc1ccc(OCCCC(=O)Nc2ccc(Cl)c(S(=O)(=O)N3CCOCC3)c2)cc1 | 15 | 30 | 35 | 1 | 36 | 0
27 | CCc1cccc(CC)c1NC(=O)COn1nnc2ccc(C(F)(F)F)cc21 | 14 | 12 | -2 | 1 | -2 | 1
28 | COc1ccc(/C=C/CN2CCCC(CO)(Cc3cccc(Cl)c3)C2)cc1 (stereo not drawn) | 7 | -14 | -18 | -10 | -7 | 1
29 | O=C(NNC(=S)NC1CCCCC1)c1ccccc1Br | -19 | -10 | -19 | 12 | -8 | -4
30 | COc1ccc(NC(=O)N[C@H]2CC[C@@H](CC(=O)NC3CCC3)O[C@@H]2CO)cc1 | 9 | 4 | / | / | / | -7

nr | NCOA2 inhibitor | NCOA1 inh | SRC3 inh | NR2F2 inh | EBV LMP1 NFkB
16 | -11 | -4 | -7 | 2 | -9
17 | -13 | 19 | -8 | 15 | 6
18 | -16 | -4 | -20 | -5 | -3
19 | 19 | 5 | 14 | 12 | -3
20 | 10 | 2 | -2 | 12 | /
21 | -18 | 0 | 5 | 12 | 0
22 | -7 | 6 | -14 | -11 | 4
23 | 9 | -11 | -1 | 10 | 1
24 | 5 | -5 | -14 | -8 | -13
25 | -10 | 6 | 28 | -1 | -2
26 | 27 | 17 | 20 | 57* | 18
27 | 1 | 0 | 14 | -2 | 3
28 | -19 | 8 | 8 | 21 | -3
29 | -6 | -23 | -13 | -20 | -1
30 | 5 | / | / | -12 | /

Later entries
nr | SMILES | NR5A2 inv ag | TRAIL sens C8 | TWEAK-Fn14 inh | TLR9-MyD88 block | TROY signal inh | NOD2-RIPK2 inh
31 | O=C(CNS(=O)(=O)c1ccc(Br)s1)N1CCN(c2ccc(F)cc2)CC1 | 1 | -16 | 9 | -4 | 6 | -7
32 | COc1cccc(SCc2noc(C(=O)NCC3CCCO3)c2C(=O)O)c1 (stereo not drawn) | 4 | -8 | -5 | -8 | -5 | 7
33 | CCc1ccc(N2CC(C(=O)NC3CC3)CC2=O)cc1 (stereo not drawn) | -16 | 12 | 7 | 5 | 11 | -13
34 | Cc1ccc(OCC(O)Cn2c(=N)n(CCN3CCCCC3)c3ccccc32)cc1 (stereo not drawn) | -15 | 22 | -89 | 9 | 5 | 8
35 | O=C(CNC(=O)c1cc(-c2ccccc2)nn1-c1ccccc1)Nc1ccccc1Br | 6 | -14 | -11 | 0 | 9 | -5
36 | CC(Oc1ccc(Br)cc1Cl)C(=O)Nc1ccncc1 (stereo not drawn) | 19 | 17 | 27 | 11 | 23 | 7
37 | C[C@@H]1CC[C@H](Cc2ccc(-n3cccc3)cc2)N1C(=O)OC(C)(C)C | 15 | 13 | -11 | 6 | 6 | 2
38 | COc1ccc(C(=O)Nc2c(-c3ccccc3)nc3ccccn23)c(OC)c1 | 16 | -17 | 56* | 0 | 12 | -6
39 | CCCCc1ccc(-c2csc(/C(C#N)=C\c3ccc(C)o3)n2)cc1 | -22 | -17 | -5 | -3 | -47 | 1
40 | COc1ccc(-c2cc(O)cc(O)c2)cc1 | -80 | 23 | -4 | -2 | -57 | 6
41 | CCN(CC)C(=O)CSc1nnc(COc2ccccc2)n1N | 12 | -11 | -2 | 7 | 4 | -1
42 | Cc1cc(C)c(NC(=O)Cn2c(=O)c3cccn3c3ccccc32)c(C)c1 | -4 | -5 | -6 | -4 | -4 | 4
43 | Cc1ccccc1NS(=O)(=O)c1ccc(C2CNC(=O)C2)cc1 (stereo not drawn) | -5 | -5 | -2 | -9 | 16 | -3
44 | O=C(OCc1c(-c2ccccc2)ncc2ccccc12)c1ccc(Cl)cc1Cl | 6 | 18 | 7 | -3 | -25 | 6

nr | NCOA2 inhibitor | NCOA1 inh | SRC3 inh | NR2F2 inh | EBV LMP1 NFkB
31 | 27 | 18 | -30 | 17 | 9
32 | -5 | -4 | 1 | 0 | 0
33 | 11 | 2 | -6 | -6 | 1
34 | -28 | -16 | 23 | 2 | -39
35 | -2 | -1 | -1 | 5 | -7
36 | 13 | 3 | 20 | 45* | 0
37 | 20 | -2 | 0 | 16 | 1
38 | 13 | 14 | 15 | 12 | 7
39 | 17 | -12 | 0 | 0 | 0
40 | -78 | -101 | -84 | -56 | 7
41 | -14 | 24 | 15 | -9 | 5
42 | -31 | 2 | 3 | -4 | 1
43 | 21 | -2 | 6 | 1 | 2
44 | -8 | -40 | -14 | -13 | 15

Full records from above. Order of values: NR5A2 inv ag | TRAIL sens C8 | TWEAK-Fn14 inh | TLR9-MyD88 block | TROY signal inh | NOD2-RIPK2 inh | NCOA2 inhibitor | NCOA1 inh | SRC3 inh | NR2F2 inh | EBV LMP1 NFkB
COc1cccc(SCc2noc(C(=O)NCC3CCCO3)c2C(=O)O)c1 (stereo not drawn) is entered as 4 | -8 | -5 | -8 | -5 | 7 | -5 | -4 | 1 | 0 | 0
O=C(OCc1c(-c2ccccc2)ncc2ccccc12)c1ccc(Cl)cc1Cl is entered as 6 | 18 | 7 | -3 | -25 | 6 | -8 | -40 | -14 | -13 | 15

Bioassay records (PubChem BioAssay)
